Screens as filed in PubChem.
CRFBP-R2 block: CRF-BP/CRF-R2 complex antagonism; inhibition, % at 11.8 µM; hit rate 0.59% among 350,000; HEK293 CRF-R2/CRF-BP, CRF-induced calcium fluorescence;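 active = inhibition of the ligand-induced calcium signal above about 50% at the single tested concentration, limit read from the data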
M5 ag: agonists of human muscarinic M5 receptor (CHRM5). P08912. activation, % at 3 µM. CHO-K1 hM5 cells, Fluo-8 calcium fluorescence; 0% DMSO wells, 100% maximal acetylcholine response. hit rate 0.19% among 360,000. AID 624037;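 active = activation above the run's mean over test compounds plus 3 SD, cut at about 23% in these data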;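 also: signal is peak over basal fluorescence ratio across the kinetic read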
CHRM4 agonist: agonists of human muscarinic M4 receptor (CHRM4) | P08173 | CHO-K1 hM4/Gqi5, Fluo-8 calcium fluorescence; vehicle 0%, full acetylcholine response 100% | activation, % at 3 µM | hit rate 0.14% among 360,000 | AID 624127;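 active = activation above the run mean over all test wells plus 3 SD, cut at about 32% in these data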;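 also: peak over basal fluorescence ratio per well then scaled between controls; 0% = DMSO wells and 100% = acetylcholine at EC100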
Target sequence (P08173 whole entry, looked up): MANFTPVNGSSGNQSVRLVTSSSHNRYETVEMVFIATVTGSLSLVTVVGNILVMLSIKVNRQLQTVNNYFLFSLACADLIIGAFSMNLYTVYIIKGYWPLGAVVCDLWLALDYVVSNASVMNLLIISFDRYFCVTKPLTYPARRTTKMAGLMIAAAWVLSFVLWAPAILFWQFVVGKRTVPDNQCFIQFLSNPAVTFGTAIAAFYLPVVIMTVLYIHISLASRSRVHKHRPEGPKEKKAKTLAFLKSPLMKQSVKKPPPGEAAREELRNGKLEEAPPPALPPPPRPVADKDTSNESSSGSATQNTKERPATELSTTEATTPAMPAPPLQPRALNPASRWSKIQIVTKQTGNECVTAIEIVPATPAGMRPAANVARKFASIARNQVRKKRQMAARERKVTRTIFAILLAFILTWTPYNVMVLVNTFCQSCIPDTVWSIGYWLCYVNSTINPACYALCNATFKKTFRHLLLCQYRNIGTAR
M5 PAM: CHRM5 positive allosteric modulation. P08912. CHO-K1 hM5, Fluo-8 calcium, ACh EC20 PAM; 0% = ACh EC20, 100% = ACh EC100. activation, % at 3 µM. hit rate 0.3% among 360,000;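 active = activation above the run cutoff, the mean activation of all test compounds plus 3 SD, cut at about 18% in these data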
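Assay system: CHO-K1 hM5 cells / Incubation: Fluo-8 loading 80 min at 37 °C plus 30 min room temperature / Technique: Fluo-8 calcium dye fluorescence, kinetic read / Repeats: single replicate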
CHRM4 antagonist: antagonists of human muscarinic M4 receptor (CHRM4); hit rate 0.73% among 360,000; CHO-hM4 cells, ACh EC80, Fluo-8 calcium fluorescence; AID 624125; inhibition, % at 3 µM;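 active = inhibition above its plate's cutoff, the mean inhibition of sample wells plus 3 SD, cut at about 27% in these data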;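 also: 0% = acetylcholine EC80 with DMSO and 100% = DMSO without agonist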
M4 PAM: CHRM4 positive allosteric modulation; P08173; CHO-K1 hM4/Gqi5, Fluo-8 calcium fluorescence, ACh EC20; 0% = ACh EC20, 100% = maximal ACh; activation, % at 3 µM; hit rate 0.4% among 360,000;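 active = activation above its plate's cutoff, the mean activation of sample wells plus 3 SD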; also: some results filed as inactive read as strong as hits
M1 PAM: human CHRM1 positive allosteric modulation; P11229; CHO-K1 hM1, Fluo-8 calcium fluorescence, ACh EC20; 0% = ACh EC20, 100% = maximal ACh; activation, % at 3 µM; hit rate 0.088% among 360,000; in the data active = activation above about 19%, passing the limit was not always enough
Target sequence (P11229 whole entry, looked up): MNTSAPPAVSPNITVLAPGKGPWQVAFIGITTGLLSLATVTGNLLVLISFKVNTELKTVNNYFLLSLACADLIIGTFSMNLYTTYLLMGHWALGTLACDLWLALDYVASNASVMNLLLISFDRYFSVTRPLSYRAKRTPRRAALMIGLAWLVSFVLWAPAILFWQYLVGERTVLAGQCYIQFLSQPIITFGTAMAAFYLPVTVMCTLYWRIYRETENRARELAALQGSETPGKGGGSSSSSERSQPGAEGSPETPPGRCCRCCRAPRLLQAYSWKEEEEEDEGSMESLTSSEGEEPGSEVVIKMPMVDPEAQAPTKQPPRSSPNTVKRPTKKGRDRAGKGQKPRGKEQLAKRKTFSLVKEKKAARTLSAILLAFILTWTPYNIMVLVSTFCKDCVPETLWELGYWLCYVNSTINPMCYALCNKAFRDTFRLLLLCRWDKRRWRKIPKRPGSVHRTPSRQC
CRFR2-BP ag: agonists of human CRF-binding protein/CRF-R2 receptor complex. HEK293 CRF-R2/CRF-BP, calcium dye fluorescence (FLIPR); percent of saturating CRF peptide response. activation, % at 13.2 µM. hit rate 0.46% among 350,000;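 active = activation of at least 50%, plus an integration ratio under a set limit after plate pattern correction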;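 also: plate controls were neutral control wells without compound for no effect and CRF at EC100 for full effect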
M5 antag: antagonists of human muscarinic M5 receptor (CHRM5); inhibition, % at 3 µM; AID 624040; hit rate 0.59% among 360,000; CHO-hM5 cells, Fluo-8 calcium fluorescence, ACh EC80; P08912;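 active = inhibition above a per-plate cutoff, the mean of that plate's test compounds plus 3 SD, cut at about 27% in these data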;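 also: 0% = acetylcholine EC80 with DMSO and 100% = DMSO without agonist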
* hit, by the source's call; · = no result given.

Order of results – M1 PAM	M5 PAM	CRFR2-BP ag	M5 ag	M5 antag	M4 PAM	CHRM4 agonist	CRFBP-R2 block	CHRM4 antagonist
- Cc1cc(N/N=C/c2ccccc2Cl)nc(NCc2ccccc2)n1
 : 2	-12	-2.6	-5	14	-6	-2	-24	-10
- COc1ccc(C(C(=O)NCc2ccccc2)n2c(=O)c(-c3cc4ccccc4[nH]3)nc3ccccc32)cc1 (stereo not given)
 : ·	2	·	0	7	4	2	·	14
- N#Cc1ccc(NC(=O)c2cc(=O)c3ccccc3o2)cc1
 : 4	0	-0.4	3	-1	12	2	-2	-7
- O=C(CN1C(=O)NC(c2ccccc2)(c2ccccc2)C1=O)NCc1ccco1
 : 9	-8	-0.5	0	23	3	2	-5	2
- O=C(Nc1ccccc1Cl)C1CCN(S(=O)(=O)c2cccc3nonc23)CC1
 : 10	-4	-0.7	-3	18	-15	7	-20	-1
- Cc1cccc(NC(=O)c2ccc(S(=O)(=O)N3CCOCC3)cc2)n1
 : -2	5	-1.6	3	0	-2	2	3	8
- COCCCNC(=S)N1CCC(C(=O)c2ccc3c(c2)OCCO3)CC1
 : -1	-8	-1.0	1	16	-9	2	-7	2
- CSCCC(NC(=O)c1ccco1)C(=O)N(C)CC(=O)Nc1ccccc1Br (stereo not given)
 : 5	3	11	1	-10	3	4	-1	-9
- C=CCOc1ccc(NC(=O)C(=O)NCCCn2ccnc2)cc1
 : 6	-4	-0.7	-5	-2	-4	1	-8	-1
- CC(C)N(Cc1ccccc1)C(=O)COC(=O)c1c(F)cccc1F
 : 2	3	-3.3	1	-1	5	5	11	-16
- Cc1nn(-c2ccc(Cl)cc2)c(=O)c2c(C)noc12
 : -6	-14	-2.2	-7	9	-3	0	4	-4
- CC(=O)N1N=C(c2cccc([N+](=O)[O-])c2)OC1(C)CC(=O)Nc1ccccc1 (stereo not given)
 : 3	-2	2.8	0	-11	2	1	13	2
- CCN(CC)C(=S)SCC(=O)Nc1nc(-c2ccccc2)c(-c2ccccc2)o1
 : -3	9	0.9	0	7	11	3	2	6
- COc1ccc(C2CC(=O)N3CN(c4ccc(C)c(Cl)c4)CSC3=C2C#N)cc1OC (stereo not given)
 : 14	-7	2.7	-1	1	2	2	-17	-22
- Cc1ccc(NC(=O)COc2cccc(/C=C3\SC(=S)N(CCC(=O)O)C3=O)c2)cc1Cl
 : 5	-1	-1.9	5	-7	1	0	14	-8
- Cc1ccc2nc(C3CCCCC3)c(Cc3cccc(Cl)c3)n2c1
 : -18	-16	·	-6	11	-15	9	·	16
- CCOC(=O)C1CCCN(Cc2cc(=O)oc3cc(C)c(C)cc23)C1 (stereo not given)
 : -2	0	-1.3	-3	2	-6	-1	13	-1
- COc1ccc(OCCSc2nc(C)nc3ccccc23)cc1
 : 1	-12	-2.6	-2	11	3	5	-5	-4
- CCC(=O)N1CCCC1(C)C(=O)Nc1ccc2scnc2c1 (stereo not given)
 : 14	0	·	0	1	9	1	·	-8
- COc1ccc(Cc2nnc(NC(=O)c3cc(OC)cc(OC)c3)s2)cc1
 : 16	2	1.5	1	7	0	-1	-32	-3
- O=C(NCc1ccccc1)c1cc(C2CCCN(C(=O)c3cccs3)C2)on1 (stereo not given)
 : 14	0	·	2	3	9	2	·	-13
- Clc1ccc(SCc2cn3ccsc3n2)cc1
 : -2	12	1.0	-8	-10	-2	0	7	5
- Cc1cc(C)cc(NC(=O)N2CCCC2C(=O)Nc2ccc(-n3cnnn3)cc2)c1 (stereo not given)
 : 3	-2	-1.7	-1	2	-4	0	12	11
- Cc1ccc(NC(=O)c2cc(S(=O)(=O)Nc3ccc(C)cc3)cs2)cc1
 : 4	-12	3.4	-1	9	6	4	-36	9
- O=C(Cn1ncc2c(=O)oc3ccccc3c21)N1CCN(c2ccccn2)CC1
 : -3	-11	0.8	-1	0	-4	6	-24	1
- CCN1CCN(C(=O)c2ccc(Sc3ccccc3Cl)c([N+](=O)[O-])c2)CC1
 : -26	-10	-1.1	-5	6	-14	7	-2	22
- Cc1ccc(NC(=O)NCCCCc2ccccc2)cc1
 : 1	0	0.0	0	0	-3	5	4	-1
- Cc1ccc2c(c1)N(C(C)C(=O)NCc1ccccn1)C(=O)CO2 (stereo not given)
 : -3	-5	0.3	-12	4	-11	0	21	10
- FC(F)(F)c1cc(Oc2ccccc2)ncc1-c1nnc(-c2ccccc2Cl)o1
 : 2	-4	4.2	0	-1	15	0	-7	-4
- Cc1ncc(C[n+]2csc(CCOC(=O)C34CC5CC(CC(C5)C3)C4)c2C)c(N)n1
 : -18	-14	-0.5	-11	4	-9	1	9	-1

Overlap with the part before: 3 compounds; new compounds follow.
Order of results – M1 PAM	M5 PAM	CRFR2-BP ag	M5 ag	M5 antag	M4 PAM	CHRM4 agonist	CRFBP-R2 block	CHRM4 antagonist
- Cc1ccc2c(c1)N(C(C)C(=O)NCc1ccccn1)C(=O)CO2 (stereo not given)
 : -3	-5	0.3	-12	4	-11	0	21	10
- FC(F)(F)c1cc(Oc2ccccc2)ncc1-c1nnc(-c2ccccc2Cl)o1
 : 2	-4	4.2	0	-1	15	0	-7	-4
- Cc1ncc(C[n+]2csc(CCOC(=O)C34CC5CC(CC(C5)C3)C4)c2C)c(N)n1
 : -18	-14	-0.5	-11	4	-9	1	9	-1
- CCOc1ccc(CCNC(=O)CS(=O)Cc2nc(-c3ccc(OC)cc3)oc2C)cc1OCC (stereo not given)
 : 4	0	-0.4	-2	-9	-3	3	4	-1
- COc1ccc(-n2ccnc(SCC(=O)NCc3ccccc3Cl)c2=O)cc1
 : -1	6	-0.6	1	-21	-7	0	-10	-13
- COCCNc1nc(-c2cc(C)c(C)cc2C)cs1
 : 1	-2	-1.4	-3	1	-1	-1	9	1
- CC(C)n1c(O)c(N=NC(=O)Cn2ccc(C(F)(F)F)n2)c2ccccc21
 : 9	-6	-1.3	-2	0	4	1	-32	1
- CCOC(=O)CSc1nc(=O)n2ccc(C)cc2n1
 : -3	-3	3.8	-1	-1	-2	0	-6	-8
- Cc1ccc(S(=O)(=O)Nc2ccc(NC(=O)Nc3ccc(F)cc3F)cc2)cc1
 : 5	13	0.6	0	-11	5	3	-82	-4
- Cc1ccc(NC(=O)c2ncn(CCCN(CCCn3cnc(C(=O)Nc4ccc(C)c(C)c4)n3)Cc3ccc4[nH]ccc4c3)n2)cc1C
 : 4	2	-0.9	-2	2	0	0	15	3
- O=C(/C=C/c1ccco1)Nc1ccc(Oc2ccc(Cl)cc2)cc1
 : -1	-18	1.2	0	14	-14	7	9	15
- COc1ccc(/C([O-])=C(/C(=S)Nc2ccc(C)c(C)c2)n2c[n+](C)c3ccccc32)cc1OC
 : 2	-3	-0.9	-7	2	-10	0	22	5
- COC(=O)N/N=C/c1cccc([N+](=O)[O-])c1
 : 2	-9	-0.3	-3	16	-3	4	10	0
- O=C(CNC(=O)c1ccc(Br)cc1)c1ccccc1
 : 6	0	-5.0	-4	6	-2	1	9	8
- O=C(CN(Cc1ccccc1)C(=O)CCC(=O)Nc1ccccn1)NCc1ccco1
 : 0	-6	0.2	1	-5	-3	2	3	-11
- COc1cc(CC(=O)Nc2ccc(S(=O)(=O)Nc3ncccn3)cc2)cc(OC)c1OC
 : 5	4	-0.8	1	-4	0	0	-13	4
- O=C1NC(=O)/C(=C\c2ccc(OCc3ccccc3)cc2)S1
 : 1	-2	-5.6	2	0	-2	0	10	0
- CC1(Cc2ccccc2Cl)C(=O)Nc2c(Cl)ccc(Cl)c21 (stereo not given)
 : 6	-5	·	0	-2	-6	0	·	8
- O=C(Nc1ccc(N2CCOCC2)c(Cl)c1)c1cccnc1
 : 4	-5	0.3	-3	-2	3	2	0	1
- Nc1cc(OCc2ccccc2)ccc1OCc1ccccc1
 : 4	9	-3.2	2	9	6	0	28	4
- CCOC(=O)CSC1=C(C#N)C(c2sccc2C)C(C(C)=O)=C(C)N1 (stereo not given)
 : -1	-1	-2.2	-4	8	-4	10	26	3
- COc1ccc(-c2nnn(CC(=O)N(Cc3ccc(F)cc3)C(C(=O)NC3CCCC3)c3ccc(F)cc3)n2)cc1 (stereo not given)
 : 3	2	7.0	-1	-2	14	-1	37	-16
- CC(C)CC(=O)Nc1cccc2c1C(=O)N(c1ccccc1)C2=O
 : 5	2	-0.8	-4	-3	2	-2	6	2
- COC1CCCCC1Nc1cc(C)cc(C)c1 (stereo not given)
 : 1	-10	-0.5	1	13	1	1	16	7
- Cc1csc(=O)n1CCC(=O)OCC(=O)Nc1ccc(Cl)cn1
 : 9	5	0.4	-3	-2	-3	1	-1	2
- CCOC(=O)c1ncn2c1[C@@H]1CCNC1C(=O)c1cc(OC)ccc1-2 (stereo not given in full)
 : 7	-1	1.5	3	1	8	2	-4	-13
- CCOC(=O)[C@H]1[C@H]2COc3ccc(Br)cc3[C@@H]2N2C(=O)c3ccc(C)cc3NC(=O)[C@@]12C
 : -5	2	4.7	-1	9	4	0	14	3
- COc1cccc(CNC(=O)CCC2CCCN(C(=O)c3ccc(C)nc3)C2)c1 (stereo not given)
 : 7	1	0.5	-5	5	-6	1	-10	-9
- CC(C)Cc1nnc(NC(=O)C2CCN(C(=O)c3ccc(F)cc3)CC2)s1
 : 8	-1	0.0	6	-2	18	3	-1	-13
- C=CCOC(=O)c1c(C)nc2cc3c(cc2c1C)OCO3
 : 3	-5	-2.3	-1	12	-3	1	30	3
- Cc1ccc(NC(=O)CN2C(=O)c3ccccc3S2(=O)=O)c(C)c1
 : -6	-5	-1.5	-2	12	-5	1	9	-7
- CC(O)(c1ccc(F)c(F)c1)c1nc(-c2cccc(F)c2)cs1 (stereo not given)
 : -7	-2	·	-1	-4	-3	0	·	-1

Filtered by structure, those above with an aryl methoxy group (11)
Order of results – M1 PAM	M5 PAM	CRFR2-BP ag	M5 ag	M5 antag	M4 PAM	CHRM4 agonist	CRFBP-R2 block	CHRM4 antagonist
- COc1ccc(C(C(=O)NCc2ccccc2)n2c(=O)c(-c3cc4ccccc4[nH]3)nc3ccccc32)cc1 (stereo not given)
 : ·	2	·	0	7	4	2	·	14
- COc1ccc(C2CC(=O)N3CN(c4ccc(C)c(Cl)c4)CSC3=C2C#N)cc1OC (stereo not given)
 : 14	-7	2.7	-1	1	2	2	-17	-22
- COc1ccc(OCCSc2nc(C)nc3ccccc23)cc1
 : 1	-12	-2.6	-2	11	3	5	-5	-4
- COc1ccc(Cc2nnc(NC(=O)c3cc(OC)cc(OC)c3)s2)cc1
 : 16	2	1.5	1	7	0	-1	-32	-3
- CCOc1ccc(CCNC(=O)CS(=O)Cc2nc(-c3ccc(OC)cc3)oc2C)cc1OCC (stereo not given)
 : 4	0	-0.4	-2	-9	-3	3	4	-1
- COc1ccc(-n2ccnc(SCC(=O)NCc3ccccc3Cl)c2=O)cc1
 : -1	6	-0.6	1	-21	-7	0	-10	-13
- COc1ccc(/C([O-])=C(/C(=S)Nc2ccc(C)c(C)c2)n2c[n+](C)c3ccccc32)cc1OC
 : 2	-3	-0.9	-7	2	-10	0	22	5
- COc1cc(CC(=O)Nc2ccc(S(=O)(=O)Nc3ncccn3)cc2)cc(OC)c1OC
 : 5	4	-0.8	1	-4	0	0	-13	4
- COc1ccc(-c2nnn(CC(=O)N(Cc3ccc(F)cc3)C(C(=O)NC3CCCC3)c3ccc(F)cc3)n2)cc1 (stereo not given)
 : 3	2	7.0	-1	-2	14	-1	37	-16
- CCOC(=O)c1ncn2c1[C@@H]1CCNC1C(=O)c1cc(OC)ccc1-2 (stereo not given in full)
 : 7	-1	1.5	3	1	8	2	-4	-13
- COc1cccc(CNC(=O)CCC2CCCN(C(=O)c3ccc(C)nc3)C2)c1 (stereo not given)
 : 7	1	0.5	-5	5	-6	1	-10	-9
